Bioassay records as filed in PubChem BioAssay.
D1 ag – human D1 receptor agonism | HEK293 T-REx D1 cells, calcium flux, agonist mode | activation, % at 2 µM | P21728 | actives 1% (n = 360,000) | AID 504660; in the data active = activation above about 30%; note: 0% is about no effect
Target sequence (P21728 whole entry, looked up): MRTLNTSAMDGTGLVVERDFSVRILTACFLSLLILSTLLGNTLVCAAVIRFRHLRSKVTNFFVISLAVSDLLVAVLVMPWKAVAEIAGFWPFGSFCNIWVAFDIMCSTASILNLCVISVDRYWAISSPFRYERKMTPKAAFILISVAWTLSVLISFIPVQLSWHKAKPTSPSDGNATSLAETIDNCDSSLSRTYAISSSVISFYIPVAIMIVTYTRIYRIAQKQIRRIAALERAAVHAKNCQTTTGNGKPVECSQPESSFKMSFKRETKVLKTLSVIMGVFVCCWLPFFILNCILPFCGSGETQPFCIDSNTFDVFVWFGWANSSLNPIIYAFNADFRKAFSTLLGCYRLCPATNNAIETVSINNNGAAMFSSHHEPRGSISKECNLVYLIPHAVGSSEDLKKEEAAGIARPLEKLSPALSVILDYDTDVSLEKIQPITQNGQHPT
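Inducible HEK293 T-REx D1 cells, force-coupled to calcium signalling, were plated at 4000 cells/well with tetracycline and held overnight at 30 C. After no-wash calcium dye loading, compound-evoked calcium rise over 180 s flagged agonists.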
RXFP1 ag – RXFP1 (human) receptor agonism; Q9HBX9; actives 0.3% (n = 370,000); HEK293T-RXFP1 cAMP TR-FRET, 30 min; response scale: percent of porcine relaxin response, buffer zero; Potency, µM (top dose mostly 57.5 µM), inactives show top-dose activation, most hits filed as activators; note: potency is the fitted concentration of half-maximal effect; % is set by controls: 0 for no effect and ±100 for the full control effect; nearly all actives have a fitted effect of over 60% in size; many of its hits are not listed in these tables
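HEK293T cells stably expressing RXFP1 were pretreated with the PDE4 inhibitor Ro 20174, exposed to compounds for 30 min at 37C, lysed, and cAMP was read by TR-FRET. Data normalized to buffer (basal) and 29 nM porcine relaxin (100%).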
Vif-A3F inh – blocks the Vif interaction with APOBEC3F. HeLa A3F-eYFP + Vif (tagged APOBEC3F with the HIV-1 protein that degrades it), YFP fluorescence increase. actives 0.2% (n = 390,000). Potency, µM (doses to about 46.1 µM), inactives show at the highest dose activity, negative = active. AID 602313; note: potency is the fitted concentration of half-maximal effect; % of control where 0% means no effect; nearly all actives have a fitted effect of over 65% in size
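Fluorescence increase (Ex 488/Em 500-530) after overnight compound treatment at 37 deg C flags inhibition of Vif-driven A3F-eYFP loss in stable HeLa A3F-eYFP/Vif cells seeded overnight beforehand.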
GRP78 ERSR act – inducers of ER stress response in human glioma cells; Potency, µM, inactives show at the highest dose activation, hits mostly activators; U87-MG GRP78 promoter luciferase reporter, 16 h; actives 0.02% (n = 420,000); note: potency is the fitted concentration of half-maximal effect; series mostly up to about 76 µM; % of control where 0% means no effect; nearly all actives have a fitted effect of over 35% in size
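Stably transfected U87-MG glioma cells carrying a GRP78-based luciferase sensor; 16 h compound incubation. Luminescence end-point read 10 min after Bright-Glo addition at room temperature.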
D1 potentiator – human D1 dopamine receptor positive modulation; P21728; HEK293 TREx D1 cells, calcium flux, dopamine EC20 potentiation; potentiation, % at 10 µM; actives 0.036% (n = 360,000); AID 504651; in the data active = potentiation above about 30%; note: 0% is about no effect
LDHA block – inhibitors of human lactate dehydrogenase A; P00338; purified LDHA, NADH/diaphorase-resazurin fluorescence; stronger effect = lower value; activity change, % (values are at about 110 or 230 µM); actives 0.15% (n = 480,000); in the data active = activity change below about -30%; inconclusive = mostly about -25% to -30%;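 note: plate controls were DMSO wells for no effect and wells without enzyme for full effect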
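Human LDH5 at 2 nM final in Tris HCl pH 7.4 with 0.06 mM NADH and 0.2 mM pyruvate, reacted 5 minutes at room temperature. Remaining NADH coupled via diaphorase/resazurin; resorufin fluorescence read at 0 and 20 minutes, normalized to enzyme-free and DMSO wells.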
D2 PAM – positive allosteric modulators of human D2 dopamine receptor; HEK293 T-REx D2, calcium flux, EC20 dopamine potentiation; potentiation, % at 10 µM; actives 0.34% (n = 340,000);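 active = potentiation over 3 SD above the plate norm, cut at about 30% in these data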; note: 0% is about no effect
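Primary screen. Calcium kinetics in induced HEK293 T-REx D2 cells: compound pre-addition 180 s, EC20 dopamine, 180 s more.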
D1 antag – human D1 dopamine receptor antagonism; P21728; HEK293 TREx D1 cells, calcium flux, dopamine EC80; stronger effect = lower value; activity change, negative = inhibition, % at 10 µM; actives 3.2% (n = 360,000); in the data active = activity change below about -30%; note: % is set by controls: 0 for no effect and ±100 for the full control effect
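Compound effects on dopamine-evoked calcium signalling were measured in tetracycline-induced HEK293 Trex D1 cells. Dopamine at EC80 followed a 180 s compound pre-read, and fluorescence was tracked kinetically for 180 s more.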
Vif-APOBEC3G blk – Vif-A3G binding inhibition. HeLa A3G-eYFP + Vif (tagged APOBEC3G with the HIV-1 protein that degrades it), YFP fluorescence, overnight. Q9HC16. AID 602310. Potency, µM (top dose mostly 46.1 µM), for the others: top-dose activity, negative = active, actives largely listed as inhibitors. actives 0.076% (n = 410,000);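 note: potency is the fitted concentration of half-maximal effect; % is set by controls: 0 for no effect and ±100 for the full control effect; nearly all actives have a fitted effect of over 60% in size; hits raise eYFP signal because A3G escapes Vif-driven loss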
Target sequence (Q9HC16 whole entry, looked up): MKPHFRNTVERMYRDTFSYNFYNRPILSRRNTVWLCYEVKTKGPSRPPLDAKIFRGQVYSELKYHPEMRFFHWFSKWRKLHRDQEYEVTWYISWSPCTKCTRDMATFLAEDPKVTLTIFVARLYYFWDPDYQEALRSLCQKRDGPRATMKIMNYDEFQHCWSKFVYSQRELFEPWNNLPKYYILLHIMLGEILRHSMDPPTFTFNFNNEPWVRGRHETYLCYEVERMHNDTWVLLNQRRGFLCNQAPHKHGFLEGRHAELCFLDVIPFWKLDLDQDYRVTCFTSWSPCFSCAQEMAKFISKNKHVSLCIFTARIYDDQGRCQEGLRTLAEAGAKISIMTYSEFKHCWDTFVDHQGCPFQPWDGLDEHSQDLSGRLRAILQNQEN
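HeLa cells stably expressing Vif and C-terminally eYFP-tagged A3G, seeded overnight at 37 deg C, then exposed to compound by pintool overnight at 37 deg C. Rise in yellow fluorescence (Ex 488/Em 500-530, Acumen) marks blocked Vif-driven A3G degradation.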
The depositor's hits bear a star; ? = inconclusive; . = no result given; & = joins results of further samples. Unless noted, calls come from the whole dose curve; as a rule, active = well fitted curve in the direction sought with a large enough effect; inconclusive = small, poorly fitted or top-dose-only effect, or another doubt; inactive = no such curve, though single readings can be large; an effect the other way counts as inactive or inconclusive.

cpd	canonical_smiles	RXFP1 ag	D2 PAM	LDHA block	D1 antag	Vif-APOBEC3G blk	D1 potentiator	D1 ag	GRP78 ERSR act	Vif-A3F inh
1	O=C(O)COc1ccc(Oc2ccccc2)cc1	-0.1%	4	-5	21	-1%	0	2	-5%	-6%
2	CC(C)Cc1nc(C(N)=O)c2[nH]c(=O)n(-c3ccc(F)cc3)c2n1	5.1%	-3	0	6	2%	-2	1	-4%	0%
3	COc1cc2ncnc(NCc3ccc(Cl)cc3)c2cc1OC	1.7%	.	-2	-4	-7%	4	3	-5%	2%
4	Cc1ccc(Cl)cc1N1CCN(Cc2nc3c(c(=O)[nH]c(=O)n3C)n2Cc2ccccc2F)CC1	1.6%	2	-1	51	-27%	3	3	-3%	-17%
5	CCOc1ccc(N/C=C/C(=O)c2ccccc2)c([N+](=O)[O-])c1	1.9%	-3	-3	-1	2%	-8	1	-10%	-28%
6	COc1c(C)cc(NC(=O)c2ccc3c(c2)NC(=O)CO3)cc1C	3.1%	6	-6	10	1%	-1	1	7%	-9%
7	Cc1cc(C)c(S(=O)(=O)NCCc2csc3nc(-c4ccc(Cl)cc4)nn23)c(C)c1	1.9%	4	2	.	-15%	-3	7	6%	-13%
8	Cc1ccccc1C(=O)N1CCC(C(=O)Nc2cccc(S(=O)(=O)N3CCCCC3)c2)CC1	0.1%	-11	4	-14	3%	.	3	-5%	3%
9	CCc1ccc(CCC(=O)Nc2ccc(Br)cc2)o1	-0.1%	-26	-1	-26	-13%	-1	9	1%	1%
10	CCOc1ccccc1CNC(=O)c1cn(C)c(=O)c2c1c1ccccc1n2C	2.2%	6	-8	16	0%	10	2	0%	-3%
11	O=C(Cc1csc(-c2cccc(Cl)c2)n1)Nc1cccc(S(=O)(=O)NC2=NCCC2)c1	1.5%	-4	-3	-10	-1%	-2	-1	-2%	?
12	COc1ccc(OCC(=O)Nc2ccc3c(c2)nc(CN2CCCC2)n3C)cc1	-0.4%	-36	-5	-9	-1%	-2	-1	0%	5%
13	C[C@H]1COC(=O)[C@@H](Cc2ccc(F)cc2)CC/C=C/C[C@H](CC(=O)N(CCO)Cc2ccccc2)C(=O)N1	.	.	-2	.	3%	.	.	-4%	-3%
14	CN(CC(=O)Nc1ccccc1Br)C(=O)CCC1CCCC1	-0.6%	-2	0	-8	-3%	-4	0	-1%	-12%
15	O=C(CCCCCN1C(=O)c2ccccc2C1=O)Nc1ccccc1F	0.9%	2	-5	-14	3%	-1	2	1%	-3%
16	CCOC(=O)N1CCN(c2nc3ccccc3nc2C(C#N)C(=O)NCCc2ccccc2)CC1 (centres undefined)	0.0%	5	0&6	-2	0%	-3	14	-1%	?
17	N#Cc1nc(-c2ccco2)oc1N1CCOCC1	3.5%	-6	-1	15	-1%	2	4	0%	-10%
18	COc1cc(/C=C/c2ccc3cccc([N+](=O)[O-])c3n2)ccc1OCC#N	-0.8%	6	3	1	-6%	-4	0	-4%	-17%
19	CCOC(=O)N1CCN(C(=O)CS(=O)(=O)Cc2nc(-c3ccccc3F)oc2C)CC1	-3.2%	22	1	-10	2%	-4	5	-3%	4%
20	COc1ccc(-c2nc(CSCC(=O)N3CCN(c4ccc(F)cc4)CC3)c(C)o2)cc1	-1.3%	6	-5	-33*	4%	1	4	-4%	4%
21	CCOc1ccccc1C(=O)Nc1ccc(S(=O)(=O)N2CCCCC2c2cccnc2)cc1 (centres undefined)	-2.8%	-3	-9	-9	-13%	-2	2	-4%	-15%
22	O=C(CCn1nnc2ccccc21)Nc1nnc(Cc2ccccc2)s1	-0.3%	-27	-3	6	1%	8	6	-2%	3%
23	Cc1ccccc1P(=O)(c1ccccc1)c1ccccc1C	.	.	1	.	-10%	.	.	-2%	-4%
24	O=C(CSc1nnc(CNC(=O)c2c(F)cccc2F)o1)NCc1ccccc1	-2.2%	11	-7	-18	-3%	-1	-1	-3%	5%

In the list so far, 2 have bromine:
cpd	canonical_smiles	RXFP1 ag	D2 PAM	LDHA block	D1 antag	Vif-APOBEC3G blk	D1 potentiator	D1 ag	GRP78 ERSR act	Vif-A3F inh
9	CCc1ccc(CCC(=O)Nc2ccc(Br)cc2)o1	-0.1%	-26	-1	-26	-13%	-1	9	1%	1%
14	CN(CC(=O)Nc1ccccc1Br)C(=O)CCC1CCCC1	-0.6%	-2	0	-8	-3%	-4	0	-1%	-12%

(more compounds)
cpd	canonical_smiles	RXFP1 ag	D2 PAM	LDHA block	D1 antag	Vif-APOBEC3G blk	D1 potentiator	D1 ag	GRP78 ERSR act	Vif-A3F inh
25	COc1cc(NC(=O)CC(C)n2ccnc2)cc(OC)c1 (centres undefined)	-0.4%	-5	1	-1	1%	2	1	0%	3%
26	Cc1cc(C)n2nc(SCCC(=O)NCCc3ccccc3)nc2n1	3.9%	22	-2	-1	3%	-3	-1	-3%	0%
27	Cc1cc(N2O[C@]34C=C[C@]25C[C@@H](O)CC[C@]5(C)C3CC[C@]2(C)[C@@H]([C@H](C)/C=C/[C@H](C)C(C)C)CC[C@H]24)no1 (some centres undefined)	.	.	1	.	0%	.	.	-5%	3%
28	COc1ccc(Cl)cc1Nc1cc(C)nc2ccccc12	.	.	-5	.	-15%	.	.	-6%	-3%
29	CCCCCCN1C[C@H](O)[C@@H](n2cc(COC(=O)c3ccccc3)nn2)C[C@@H]1c1ccc(Cl)cc1	.	.	-1	.	-2%	.	.	-1%	?
30	CS(=O)(=O)N1CCN(c2ccccc2NC(=S)NC(=O)c2ccco2)CC1	.	.	-2	.	0%	.	.	-3%	-3%
31	COCCNC(=O)c1ccc(CN2CCc3ccccc3C2)cc1	0.8%	1	-9	19	-1%	0	1	-7%	-6%
32	Cc1nc(-n2nnc3ccccc32)c2c3c(sc2n1)CCCC3	1.0%	-6	10	-2	0%	13	2	-2%	2%
33	CC(C)OP(=O)(c1ccccc1)c1ccccc1	0.6%	-12	-9	0	1%	-12	0	-2%	1%
34	COc1ccc(/C=c2\s/c(=C\C(=O)C(C)(C)C)[nH]c2=O)cc1O	0.2%	3	3	0	-17%	2	3	-3%	-8%
35	O=S(=O)(NCC(c1ccc2c(c1)OCO2)N1CCOCC1)c1ccc(Cl)cc1 (centres undefined)	-0.4%	-2	-3	0	-2%	-6	2	-1%	-3%
36	OC(COc1ccccc1Cl)CN1CCN(CC(O)COc2ccccc2Cl)CC1 (centres undefined)	-0.1%	-16	-1	-82*	0%	-6	99*	-5%	-9%
37	COc1ccccc1NS(=O)(=O)c1cccc(C(=O)NNC(=O)C(NC(N)=O)C(C)C)c1 (centres undefined)	-0.1%	-3	-8	-3	5%	-3	0	-3%	2%
38	Cc1cc(C)n(C(=O)CNC(=O)c2ccco2)n1	2.7%	10	-5	-5	-1%	-2	0	-3%	-5%
39	CCS(=O)(=O)c1nc(S(=O)(=O)c2ccc(C)cc2)c(N2CCN(C)CC2)s1	25µM*	-23	0	-7	5%	-3	9	-4%	2%
40	O=C(O)c1ccc(N/N=C/c2ccc(-c3ccc(Br)cc3)o2)cc1	8.1%	.	-4	-24	-21%	2	4	8%	2%
41	COc1cc(OC)cc(C(=O)N2CCC(c3ccncc3)CC2)c1	1.0%	-6	-10	-5	2%	-2	-2	-4%	-13%
42	CCc1ccc(-c2cc(C)no2)cc1S(=O)(=O)NC(C)Cc1ccco1 (centres undefined)	-2.6%	84*	-1	-1	-4%	-5	6	-5%	-29%
43	COc1ccccc1/C=N/N1C(=O)c2cccc3cccc(c23)C1=O	-0.3%	5	0	-15	2%	-1	-1	1%	-1%
44	Cc1cc(C)cc(NC(=O)C(OC(=O)c2ccc([N+](=O)[O-])o2)c2ccccc2)c1 (centres undefined)	3.7%	-11	1	22	-5%	10	0	3%	-2%
45	C[n+]1cccc2cccc([O-])c21	5.2%	-3	11	-3	2%	0	3	0%	0%
46	O=C(Cn1c(CC(=O)N2CCCC2)nc2ccccc21)NCc1ccccc1	0.2%	0	-2	20	-3%	2	0	-2%	-3%
47	O=C(NCc1nnc(SCC(=O)N2CCCCC2)o1)c1c(F)cccc1F	0.6%	3	-4	5	-5%	3	1	-6%	2%
48	COc1ccc2cc(-c3[nH]ncc3CN3CCCC3c3nonc3C)ccc2c1 (centres undefined)	3.3%	.	2	6	?	2	5	-1%	-8%
49	N#CCN1CCN(CCC(=O)Nc2ccc(OCc3ccccc3)cc2)CC1	0.9%	-2	-3	-26	1%	-5	4	-1%	.
50	Cc1ccc(S(=O)(=O)N2CCOCC2)cc1C(=O)Nc1cccc(S(=O)(=O)N2CCCC2)c1	-0.6%	13	-1	7	0%	0	2	-7%	-14%
51	CC(C)C(=O)Nc1nc(-c2ccc(S(=O)(=O)N3CCOCC3)cc2)cs1	-3.9%	22	-2	4	1%	1	8	-1%	-24%
52	O=C(NCC1(N2CCCCC2)CCCCC1)c1cccc(S(=O)(=O)Nc2ccccc2Cl)c1	.	.	0	.	-2%	.	.	-5%	-1%
53	Cn1c(=O)c2cc(C(=O)Nc3cccc(C#N)c3)sc2c2ccccc21	1.6%	-1	0	-5	-2%	-2	1	-2%	-10%
54	COc1cc(CNCc2ccccc2)c(Br)cc1OC1CCCC1	-2.1%	-26	-3	.	5%	-4	10	-3%	?
55	Cc1ccc(N2CCN(C(=O)c3cccn4c(=O)c5ccc(Cl)cc5nc34)CC2C)cc1 (centres undefined)	1.8%	-9	4	18	-1%	0	5	-4%	3%
56	Cc1cccnc1CCNC(=O)CC1C(=O)NCCN1CC1CCCCC1 (centres undefined)	0.2%	.	4	12	-10%	0	2	4%	?
57	Cc1ccc(S(=O)(=O)N2CCN(C(=O)COC(=O)CCc3ccccc3)CC2)c(C)c1	2.0%	3	0	-4	1%	-4	17	0%	-2%
58	Cc1cc(/C=C2\SC(=O)N(C)C2=O)c(C)n1-c1ccc(O)cc1	-0.6%	11	12	-3	0%	-4	8	-4%	-10%
59	CN(c1ccccc1)S(=O)(=O)c1cccc(C(=O)OCC(=O)Nc2ccc3[nH]c(=O)[nH]c3c2)c1	-0.6%	4	-1	9	1%	-1	2	-3%	2%

The list is partial; the hit share may differ from the screen's.
